Bioassay records (PubChem BioAssay)
C diff HTS: blocks growth of Clostridium difficile; Clostridium difficile clinical isolate growth, OD600, 24 h; active compounds read low; growth activity, negative = inhibition, % at 16 µg/mL (by protocol); hit rate 0.25% among 86,000; AID 1259249;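 active means mean growth activity at or below -80% and every replicate also at or below -80%; inconclusive means mean at or below -80% but some replicate above -80%; inactive means mean growth activity above -80%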;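 further: 0% = DMSO wells and -100% = levofloxacin 16 µg/mL wells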
Pf Dd2 inh: P. falciparum Dd2 growth inhibition. SYBR Green, 72 h; active compounds read low. activity change, % at 10 µM. hit rate 2.3% among 94,000. AID 1159554; in the data active means activity change below about -80%; inconclusive means no clear call, values can overlap the other calls
KDM4C inh: inhibitors of human demethylase GASC-1 KDM4C | Q9H3R0 | GST-KDM4C 2-372, H3K9me3 peptide, LANCE TR-FRET | inhibition, % at 12.5 µM | hit rate 0.15% among 96,000 | AID 720574;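 active means mean replicate inhibition above about 25%, with at least 55% of replicates also reaching it, limit read from the data, passing the limit was not always enough; inconclusive means only one of those two conditions met; inactive means neither condition met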
Target sequence (Q9H3R0 2-372 limits assumed): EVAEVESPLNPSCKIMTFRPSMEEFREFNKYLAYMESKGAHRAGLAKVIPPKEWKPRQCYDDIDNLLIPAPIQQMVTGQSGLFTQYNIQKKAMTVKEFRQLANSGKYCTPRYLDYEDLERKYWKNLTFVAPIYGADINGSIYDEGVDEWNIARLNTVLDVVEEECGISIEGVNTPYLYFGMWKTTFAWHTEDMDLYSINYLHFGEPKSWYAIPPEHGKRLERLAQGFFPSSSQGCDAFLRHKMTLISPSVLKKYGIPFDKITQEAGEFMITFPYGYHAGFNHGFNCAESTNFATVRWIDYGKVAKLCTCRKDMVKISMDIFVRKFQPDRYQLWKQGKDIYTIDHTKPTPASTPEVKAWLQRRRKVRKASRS
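System: N-terminal GST-fused human GASC-1 (KDM4C) fragment, residues 2-372 / Amount: 10 nM GST-KDM4C in enzyme reaction / Also added: H3K9me3 peptide with Fe(II)/2OG / Times: 30 min demethylation and 1 h detection at room temperature / Signal: LANCE TR-FRET / Read-out basis: Fall in 671/618 emission ratio as inhibition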
Tcruzi prolif: T. cruzi proliferation inhibition | T. cruzi beta-gal in NIH3T3, GalScreen luminescence, 90 h | inhibition, % at 8.34 µM | AID 624255 | hit rate 5.9% among 77,000;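 active means mean inhibition above about 93%, with at least 55% of replicates each passing it, limit read from the data, passing the limit was not always enough; inconclusive means only one of those two conditions holds; inactive means neither condition holds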
* hit, by the source's call; ? = inconclusive; . = not tested or not shown.

cpd | canonical_smiles | Tcruzi prolif | C diff HTS
1 | O=C(NCc1ccncn1)[C@H]1[C@H](CO)[C@H]2Cn3c(ccc(-c4cccc(F)c4)c3=O)[C@H]2N1CC1CC1 | 20.6 | -5.2
2 | O=C(C[C@H]1CC[C@@H]2[C@H](COC[C@H](O)CN2C(=O)Nc2cc(Cl)cc(Cl)c2)O1)N1CCCCC1 | 85.4 | .
3 | COc1cccc(NC(=O)N[C@@H]2CC[C@@H](CC(=O)N3CCCCC3)O[C@H]2CO)c1 | -47.3 | .
4 | C[C@@H]1CN([C@H](C)CO)C(=O)c2cccc(NC(=O)NC3CCCCC3)c2O[C@H]1CN(C)S(=O)(=O)c1ccc(Cl)cc1 | . | -10.6
5 | C[C@@H]1CN([C@H](C)CO)C(=O)c2ccccc2-c2ccccc2CO[C@H]1CN(C)C(=O)CCN(C)C | -66.4 | -0.6
6 | COc1ccc(CN(C)C[C@H]2Oc3ccc(NS(=O)(=O)c4ccc(OC)cc4)cc3C(=O)N([C@H](C)CO)C[C@H]2C)cc1 | 70.2 | -8.0
7 | C/C=C/c1ccc2c(c1)O[C@@H](CN(C)C)[C@@H](C)CN([C@H](C)CO)S2(=O)=O | . | -1.9
8 | C[C@H](CO)N1C[C@H](C)[C@@H](CN(C)CC2CCCCC2)Oc2ccc(NS(C)(=O)=O)cc2C1=O | 21.6 | -2.2
9 | Cc1ccc(S(=O)(=O)N(C)C[C@H]2Oc3ccc(NC(=O)c4ccncc4)cc3C(=O)N([C@@H](C)CO)C[C@H]2C)cc1 | 18.9 | 1.8
10 | C[C@H]1CN([C@@H](C)CO)C(=O)c2cccc(NC(=O)C3CCCCC3)c2O[C@@H]1CN(C)Cc1ccc2c(c1)OCO2 | 1.1 | -1.4
11 | CC(C)CC#Cc1ccc([C@@H]2[C@@H](CO)N3C(=O)CN(S(=O)(=O)c4ccccc4)C[C@@H]23)cc1 | . | 2.8
12 | COc1ccc(S(=O)(=O)Nc2cccc3c2O[C@H](CN(C)S(=O)(=O)c2ccc(C)cc2)[C@@H](C)CN([C@H](C)CO)C3=O)cc1 | 4.8 | -5.6

cpd | Pf Dd2 inh | KDM4C inh
1 | 6.6 | 11.4
2 | 0.2 | 0.4
3 | 33.7 | -2.9
4 | -4.6 | 0.7
5 | 34.3 | 2.0
6 | -10.4 | 0.9
7 | -47.4 | 0.1
8 | 37.6 | .
9 | -5.3 | 0.9
10 | -24.8 | -1.5
11 | -19.3 | -1.2
12 | 4.6 | -0.4

Additional compounds follow.
cpd | canonical_smiles | Tcruzi prolif | C diff HTS
13 | CC(C)CC#Cc1ccc2c(c1)O[C@H](CN(C)C(=O)NC(C)C)[C@@H](C)CN([C@@H](C)CO)S2(=O)=O | 69.7 | .
14 | OC[C@@H]1[C@@H](c2ccccc2)C2(CN(Cc3nccs3)C2)N1Cc1cccnc1 | . | 1.6
15 | CCCC(=O)N1CCC2(CC1)CN(Cc1cccnc1)[C@H](CO)c1[nH]c3cc(OC)ccc3c12 | . | -6.9
16 | CCCC#Cc1cnc2c(c1)C(=O)N([C@@H](C)CO)C[C@H](C)[C@@H](CN(C)C(=O)C1CCOCC1)O2 | 16.7 | 3.1
17 | CCNC(=O)C[C@H]1CC[C@H]2[C@H](COc3ccc(NC(=O)Nc4ccc(C)cc4)cc3C(=O)N2C)O1 | 21.2 | -1.1
18 | CO[C@@H]1CN(C)C(=O)c2ccc(NC(C)=O)cc2OC[C@H](C)N(C(=O)c2ccccc2F)C[C@@H]1C | -10.1 | 2.7
19 | CC(C)CC#Cc1cnc2c(c1)C(=O)N([C@@H](C)CO)C[C@@H](C)[C@H](CN(C)C(=O)NC1CCCC1)O2 | . | 3.8
20 | C[C@@H]1CCCCO[C@@H](CN(C)Cc2ccccc2)[C@H](C)CN([C@H](C)CO)C(=O)c2cc(NC(=O)Nc3cccc4ccccc34)ccc2O1 | 112.4* | 46.6
21 | CS(=O)(=O)N(CC1CCC1)C[C@H]1N[C@@H](CO)[C@H]1c1ccccc1 | 2.7 | 2.9
22 | O=C(N[C@@H]1CC[C@@H](CCn2cc(C3(O)CCCC3)nn2)O[C@H]1CO)C1CCCC1 | . | 1.3
23 | Cc1ccc(S(=O)(=O)N(C)C[C@@H]2Oc3cc(C#CC4CCCC4)ccc3S(=O)(=O)N([C@H](C)CO)C[C@@H]2C)cc1 | 124.7* | 27.9
24 | COCC(=O)Nc1ccc2c(c1)C(=O)N(C)C[C@H](OC)[C@@H](C)CN(C(=O)c1cccnc1)[C@@H](C)CO2 | -5.0 | .

cpd | Pf Dd2 inh | KDM4C inh
13 | -32.5 | -1.1
14 | -10.3 | 0.5
15 | -72.4 | 0.7
16 | 12.0 | -0.1
17 | -4.8 | -1.5
18 | -27.5 | 1.2
19 | -26.1 | -0.9
20 | -13.9 | -1.9
21 | -4.0 | 0.2
22 | 4.7 | -2.5
23 | -28.8 | 0.2
24 | 14.9 | 0.7

(more compounds)
cpd | canonical_smiles | Tcruzi prolif | C diff HTS
25 | COc1ccc(NC(=O)Nc2ccc3c(c2)C(=O)N([C@@H](C)CO)C[C@H](C)[C@@H](CN(C)C(=O)Nc2c(C)noc2C)OCCCC[C@H](C)O3)cc1 | 53.4 | -1.4
26 | CCC(=O)N1C[C@H](C)[C@H](OC)CN(C)C(=O)c2ccc(NC(=O)c3ccc(F)cc3)cc2OC[C@H]1C | -23.5 | -0.2
27 | C[C@@H]1CN([C@@H](C)CO)C(=O)c2cc(-c3cncnc3)cnc2O[C@@H]1CN(C)C(=O)CN1CCOCC1 | . | -3.9
28 | CC=Cc1ccc2n(c1=O)C[C@@H]1[C@@H](CO)[C@H](C(=O)NCC3CCCCC3)N(C(=O)CC)[C@H]21 (mixture of isomers) | -4.7 | 0.8
29 | C[C@@H]1CN([C@H](C)CO)C(=O)c2cccc(NC(=O)NC3CCCCC3)c2O[C@@H]1CN(C)Cc1ccc(Oc2ccccc2)cc1 | 48.5 | -2.1
30 | C[C@H](CO)N1C[C@H](C)[C@H](CN(C)C(=O)Nc2cccc3ccccc23)Oc2ccc(NC(=O)Nc3ccccc3)cc2C1=O | 22.4 | 0.6
31 | CN1CCCCN2[C@H](CO)[C@@H](c3ccc(Br)cc3)[C@@H]2C1 | 84.5 | 0.3
32 | C[C@H](CO)N1C[C@H](C)[C@@H](CN(C)C(=O)c2ccccc2F)Oc2ncc(C#Cc3ccc(F)cc3)cc2C1=O | 41.9 | 6.3
33 | C[C@H](CO)N1C[C@H](C)[C@H](CN(C)Cc2ccc(Cl)c(Cl)c2)Oc2c(NC(=O)Nc3ccc(F)cc3)cccc2C1=O | 60.4 | .
34 | Cc1noc(C)c1NC(=O)N(C)C[C@H]1OCc2ccccc2-c2ccccc2C(=O)N([C@@H](C)CO)C[C@@H]1C | 6.9 | 1.4
35 | COc1cccc(NC(=O)Nc2ccc3c(c2)C(=O)N(C)C[C@H](OC)[C@@H](C)CN[C@@H](C)CO3)c1 | 32.5 | .
36 | Cc1ccc(S(=O)(=O)N2CC[C@@H]3[C@H]2c2cc(-c4cccc(C#N)c4)ccc2N(C)[C@H]3CO)cc1 | ? | 8.7

cpd | Pf Dd2 inh | KDM4C inh
25 | 23.3 | 9.1
26 | -40.0 | -0.2
27 | 11.2 | 1.8
28 | 4.5 | -0.6
29 | -49.3 | 0.1
30 | -39.8 | 1.8
31 | 8.1 | -1.7
32 | -43.7 | -1.6
33 | -8.7 | -4.4
34 | -10.0 | 1.7
35 | 18.1 | 0.9
36 | 9.4 | 1.5

Continuation:
cpd | canonical_smiles | Tcruzi prolif | C diff HTS
37 | CO[C@@H]1CN(C)C(=O)c2cc(NC(=O)c3cccc(Oc4ccccc4)c3)ccc2OC[C@H](C)NC[C@@H]1C | -13.6 | .
38 | COc1cccc(CNC(=O)C[C@H]2C=C[C@H](NC(=O)C3CC3)[C@@H](CO)O2)c1 | . | 0.6
39 | Cc1ccc(S(=O)(=O)Nc2ccc3c(c2)CC(=O)N([C@@H](C)CO)C[C@@H](C)[C@H](CN(C)C(=O)Nc2ccc4c(c2)OCO4)O3)cc1 | -4.6 | -4.0
40 | C[C@H]1CN([C@@H](C)CO)C(=O)Cc2cc(NC(=O)Nc3ccc(F)cc3)ccc2O[C@H]1CN(C)C(=O)Nc1cccc2ccccc12 | 3.0 | -1.3
41 | CCCC(=O)Nc1ccc2c(c1)C(=O)N(C)C[C@H](OC)[C@H](C)CN(Cc1cccc(F)c1)[C@H](C)CO2 | -3.0 | 1.9
42 | C[C@@H]1CN([C@H](C)CO)C(=O)c2cc(-c3ccccc3)cnc2O[C@@H]1CN(C)C(=O)Nc1ccccc1F | -98.4 | -5.8
43 | CC=Cc1ccc2n(c1=O)C[C@H]1[C@H](CO)[C@@H](C(=O)NCC3CC3)[C@@H]2N1Cc1ccccc1 (mixture of isomers) | 9.8 | -2.0
44 | C[C@H](CO)N1C[C@H](C)[C@H](CN(C)CC2CCCCC2)Oc2ccc(NC(=O)c3ccncc3)cc2CC1=O | 18.5 | -0.2
45 | C[C@H]1CN([C@@H](C)CO)C(=O)c2cc(C3=CCCCC3)cnc2O[C@H]1CN(C)C(=O)c1ccncc1 | 49.8 | -0.6
46 | Cc1noc(C)c1NC(=O)Nc1ccc2c(c1)C(=O)N([C@H](C)CO)C[C@H](C)[C@@H](CN(C)C(=O)Nc1c(C)noc1C)OCCCC[C@H](C)O2 | 19.3 | 1.2
47 | CC(C)CC#Cc1cnc2c(c1)C(=O)N([C@H](C)CO)C[C@@H](C)[C@@H](CN(C)C(=O)c1cccnc1)O2 | -24.6 | 1.4
48 | CNC(=O)C[C@H]1CC[C@@H]2[C@@H](COc3ccc(NC(=O)Nc4cccc(Cl)c4)cc3C(=O)N2C)O1 | -1.7 | -5.5

cpd | Pf Dd2 inh | KDM4C inh
37 | . | -0.5
38 | 7.0 | 1.8
39 | 15.7 | -1.2
40 | 5.9 | 0.0
41 | -49.0 | -0.9
42 | -4.0 | .
43 | -11.1 | 0.3
44 | 49.6 | -0.3
45 | 18.0 | 0.7
46 | 53.3 | -0.5
47 | 31.5 | -0.2
48 | 3.4 | 0.5

Continued:
cpd | canonical_smiles | Tcruzi prolif | C diff HTS
49 | CO[C@H]1CN(C)C(=O)c2ccc(NC(=O)Nc3ccccc3)cc2OC[C@@H](C)N(CC2CC2)C[C@H]1C | -47.5 | -13.8
50 | C[C@H]1CN([C@@H](C)CO)S(=O)(=O)c2ccc(-c3ccc(C(=O)N(C)C)cc3)cc2O[C@@H]1CN(C)C(=O)C1CCCCC1 | 68.1 | -0.7
51 | CC(=O)N(C)C[C@@H]1Oc2cc(C#CC3CCCC3)ccc2S(=O)(=O)N([C@@H](C)CO)C[C@@H]1C | 87.5 | 1.6
52 | C[C@@H]1CN([C@H](C)CO)C(=O)Cc2cc(NS(=O)(=O)c3ccccc3)ccc2O[C@@H]1CN(C)C | . | 0.2
53 | CNC[C@H]1Oc2ccc(NC(=O)NC(C)C)cc2CC(=O)N([C@H](C)CO)C[C@H]1C | 41.6 | 2.5
54 | O=C(Cc1ccccn1)N1CC(=O)N2[C@H](C1)[C@H](c1ccc(-c3ccc(F)cc3)cc1)[C@@H]2CO | . | -4.5

cpd | Pf Dd2 inh | KDM4C inh
49 | -39.0 | 1.8
50 | -45.2 | -2.7
51 | -39.9 | 0.0
52 | 10.8 | 0.8
53 | 4.1 | 1.1
54 | -11.6 | -0.6

Hits appear at their usual frequency (roughly 6.7% active in at least one column).
